Screening results deposited in PubChem BioAssay by National Center for Advancing Translational Sciences (NCATS).
D1 ag = Allosteric Agonists of the Human D1 Dopamine Receptor: qHTS; activation, % at 2 µM; D(1A) dopamine receptor (Homo sapiens), P21728; HEK293 T-REx D1 cells, calcium flux, agonist mode; 360,000 tested, 1% active; also: 0% is about no effect
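Inducible HEK293 T-REx D1 cells, force-coupled to calcium signalling, were plated at 4000 cells/well with tetracycline and held overnight at 30 C. After no-wash calcium dye loading, compound-evoked calcium rise over 180 s flagged agonists.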
D2 potentiator = HTS Assay for Positive Allosteric Modulators of the Human D2 Dopamine Receptor: Primary Screen for Potentiators | D(2) dopamine receptor (Homo sapiens), P14416 | HEK293 T-REx D2, calcium flux, EC20 dopamine potentiation | potentiation, % at 10 µM | 340,000 tested, 0.34% active;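 active = potentiation over 3 SD above the plate norm, cut at about 30% in these data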; also: 0% is about no effect
Target sequence (P14416 whole entry, looked up): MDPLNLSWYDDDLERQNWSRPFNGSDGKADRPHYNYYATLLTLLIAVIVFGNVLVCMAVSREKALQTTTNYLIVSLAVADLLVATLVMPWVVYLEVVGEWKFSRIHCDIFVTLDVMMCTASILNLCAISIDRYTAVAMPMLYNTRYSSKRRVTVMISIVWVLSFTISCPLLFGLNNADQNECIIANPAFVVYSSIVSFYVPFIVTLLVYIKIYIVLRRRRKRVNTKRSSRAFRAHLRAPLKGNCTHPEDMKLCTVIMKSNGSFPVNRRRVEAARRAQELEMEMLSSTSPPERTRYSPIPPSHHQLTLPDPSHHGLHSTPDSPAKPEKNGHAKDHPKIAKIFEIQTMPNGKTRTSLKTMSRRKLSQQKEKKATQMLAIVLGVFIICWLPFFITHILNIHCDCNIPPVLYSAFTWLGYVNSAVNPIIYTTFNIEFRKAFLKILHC
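Cells plated with tetracycline inducer and held overnight at 30 C; calcium dye loaded 30–90 min at room temperature; baseline taken, compound added and read 180 s; EC20 dopamine then added and read 180 s.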
D2 antag = HTS Assay for Allosteric Antagonists of the Human D2 Dopamine Receptor: Primary Screen for Antagonists | D(2) dopamine receptor (Homo sapiens), P14416 | HEK293 TREx D2 cells, calcium flux, dopamine EC80 | inhibition, % at 10 µM | 340,000 tested, 2% active; in the data active = inhibition above about 30%; also: 0% is about no effect
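Tetracycline-induced HEK293 T-REx cells expressing D2 force-coupled to calcium signalling were dye-loaded, exposed to compound for 180 s, then challenged with an EC80 of dopamine; calcium flux was followed kinetically for a further 180 s.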
TRHR agonist = qHTS for Small Molecule Agonists and Allosteric Enhancers of Human TRH Receptor: Primary Screen for Agonists; TRHR cells, calcium flux fluo-8, FDSS agonist mode; 360,000 tested, 0.18% active; activation, % at 2 µM; Thyrotropin-releasing hormone receptor (Homo sapiens), P34981; also: 0% is about no effect
Target sequence (P34981 whole entry, looked up): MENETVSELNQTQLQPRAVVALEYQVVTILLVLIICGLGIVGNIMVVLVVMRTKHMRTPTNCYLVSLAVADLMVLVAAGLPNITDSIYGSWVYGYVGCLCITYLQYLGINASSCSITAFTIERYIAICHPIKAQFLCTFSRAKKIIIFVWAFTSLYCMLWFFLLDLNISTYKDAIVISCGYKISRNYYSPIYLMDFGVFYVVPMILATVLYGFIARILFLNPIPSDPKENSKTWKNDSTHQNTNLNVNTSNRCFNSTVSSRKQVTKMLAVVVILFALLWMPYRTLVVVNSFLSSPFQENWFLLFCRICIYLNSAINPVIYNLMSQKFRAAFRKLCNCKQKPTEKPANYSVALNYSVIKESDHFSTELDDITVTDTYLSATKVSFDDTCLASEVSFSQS
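In this calcium-flux screen, cells bearing human TRHR are dye-loaded with fluo-8, baselined for 10 cycles, then exposed to library compounds; positive kinetic calcium responses during the agonist phase mark hits, with TRH as control.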
RXFP1 antagonist = qHTS Assay for Antagonists of the Relaxin Receptor RXFP1. 350,000 tested, 0.59% active. HEK293-RXFP1, relaxin-stimulated cAMP HTRF, 30 min; hits give low values. Relaxin receptor 1 (Homo sapiens), Q9HBX9. activity change, negative = inhibition, % at 57.5 µM;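 active = activity change of -60% or lower, but not beyond a set lower limit; inconclusive = change between -60% and -40%, or beyond the set limit; inactive = change above -40%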; also: % is scaled to controls: 0 for no effect and ±100 for the full control effect
D1 potentiator = Potentiators of Human D1 Dopamine Receptor: qHTS; D(1A) dopamine receptor (Homo sapiens), P21728; HEK293 TREx D1 cells, calcium flux, dopamine EC20 potentiation; potentiation, % at 10 µM; 360,000 tested, 0.036% active; AID 504651, 2011; in the data active = potentiation above about 30%; also: 0% is about no effect
D1 antagonist = Antagonist of Human D 1 Dopamine Receptor: qHTS | AID 504652, 2011 | activity change, negative = inhibition, % at 10 µM | HEK293 TREx D1 cells, calcium flux, dopamine EC80; hits give low values | 360,000 tested, 3.2% active | D(1A) dopamine receptor (Homo sapiens), P21728; in the data active = activity change below about -30%; also: % is scaled to controls: 0 for no effect and ±100 for the full control effect
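Antagonism measured as reduced calcium response to an EC80 dopamine addition following 180 s compound pre-read; cells were inducible HEK293 Trex D1 plated overnight at 30 C, read kinetically at 1 cycle/sec.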
D2 agonist = HTS Assay for Allosteric Agonists of the Human D2 Dopamine Receptor: Primary Screen for Agonists | D(2) dopamine receptor (Homo sapiens), P14416 | HEK293 T-REx D2 cells, calcium flux agonist mode | activation, % at 2 µM | 340,000 tested, 0.53% active | AID 485358, 2010;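 active = activation over 3 SD above normal in the single-dose calcium agonist read, cut at about 30% in these data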; also: 0% is about no effect
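Calcium-flux readout, 1 cycle/sec over 180 s following compound pin transfer, in inducible HEK293 Trex D2 cells (force-coupled); dopamine controls included. Positive calcium responses during this window marked compounds as potential agonists.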
TRHR enhancer = qHTS for Small Molecule Agonists and Allosteric Enhancers of Human TRH Receptor: Primary Screen for Enhancers | enhancement, % at 2 µM | TRHR cells, fluo-8 calcium fluorescence, EC20 TRH enhancement | Thyrotropin-releasing hormone receptor (Homo sapiens), P34981 | 360,000 tested, 0.66% active; in the data active = enhancement above about 30%; also: 0% is about no effect
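TRHR-expressing cells loaded with fluo-8 calcium dye were read kinetically (ex 480/em 530) during compound addition, then stimulated with an EC20 of TRH (10 nM final). Enhancement of the Gq-mediated intracellular calcium response was scored.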
Numbers without * were called inactive; u = inconclusive; x = no result given. Rule as the data show it, unless noted: active = activation above about 30%; inactive = the rest.

SMILES | D1 ag | D2 potentiator | D2 antag | TRHR agonist | RXFP1 antagonist | D1 potentiator | D1 antagonist | D2 agonist | TRHR enhancer
CN(C)S(=O)(=O)c1ccc(C(=O)N2CCN(S(=O)(=O)c3cccs3)CC2)cc1 | -0.2 | 3.3 | -10.7 | 1.5 | 4.2 | -4.2 | -10.8 | 1.1 | -2.1
CCOC(=O)c1sc(=S)n(-c2ccccc2)c1C | 4.3 | -6.8 | -19.8 | -1.5 | u | -4.8 | -5.9 | -2.7 | -1.8
Clc1ccc2c(c1)-c1[nH]ncc1CS2 | 2.6 | 0.2 | -5.5 | -0.6 | -0.9 | -1.6 | -4.7 | -1.0 | 3.6
CC(Sc1nnc(-c2cccs2)n1-c1ccccc1)C(=O)NCc1ccco1 (stereo unspecified) | 0.8 | 2.1 | -4.7 | -0.4 | -1.9 | -2.6 | -0.6 | 1.4 | 0.9
CCO[C@@H]1OC(C(=O)NCc2nc3ccccc3[nH]2)=C[C@H](c2ccccc2)[C@H]1CCCO | 2.3 | 7.7 | -3.6 | -1.0 | x | -3.8 | -8.5 | 0.1 | -0.6
CCOc1ccccc1CNC(=O)C1CCN(C2=NS(=O)(=O)C(c3ccc(C)c(C)c3)=C2C)CC1 | 1.4 | -5.5 | x | 0.3 | -3.5 | -5.0 | 4.3 | x | -5.1
O=C(O)Cc1ccc(C(=O)c2ccccc2F)s1 | 1.3 | -0.2 | -13.2 | -0.6 | 1.4 | -3.0 | 1.5 | 0.0 | 8.0
Cc1nc2ccccc2cc1OCc1ccccc1 | 16.8 | -14.8 | -20.5 | 1.2 | -1.8 | -6.7 | -59.0* | 0.5 | 1.2
Cc1cc2oc(=O)cc(Cn3ncc(Cl)c(Cl)c3=O)c2cc1Cl | -0.3 | 15.8 | 8.9 | 1.7 | 22.1 | 2.6 | -23.1 | 0.7 | -5.6
COC(=O)CC1SC(=O)NC1=Nc1ccc(OC)cc1 (stereo unspecified) | -1.2 | 14.8 | 13.6 | -0.1 | -0.9 | -0.7 | -4.0 | 0.2 | 0.0
Cn1c(NC(=O)C[n+]2cc(-c3ccccc3)n3c2CCC3)cc(=O)n(C)c1=O | 0.3 | 1.6 | -10.3 | 0.4 | -5.0 | -4.0 | -4.6 | 12.2 | -4.8
O=C(NCCC1=CCCCC1)c1ccc2c(c1)ncn2-c1ccc(F)c(F)c1 | 2.8 | -10.4 | x | -0.4 | -11.7 | -2.5 | 0.2 | 0.8 | -0.6
C/C(CCN1CCCCc2nc(C)c(C)cc21)=N\OC[C@@H](O)[C@H]1O[C@@H]2OC(C)(C)O[C@@H]2[C@H]1O | -2.1 | -4.5 | 17.6 | 0.3 | x | -5.8 | -3.5 | -1.0 | -1.3
O=C1CC(c2c(F)cccc2Cl)c2c(ccc3ccccc23)N1 (stereo unspecified) | 3.1 | -5.0 | x | -0.8 | x | 4.5 | 1.0 | 1.0 | -1.4
CON(C)S(=O)(=O)c1ccc2c(c1)NC(=O)C1CCCN21 (stereo unspecified) | 6.2 | x | x | 1.5 | 2.0 | -3.1 | 13.3 | x | 1.6
COC(=O)c1ccc(NC(=O)CNS(=O)(=O)c2cccs2)cc1 | 4.5 | -1.2 | 8.5 | -0.7 | -9.5 | -3.5 | -1.4 | 0.1 | -4.6
Cc1cc(C)cc(NC(=O)C2CCCN(c3nccc(C)n3)C2)c1 (stereo unspecified) | 1.9 | -2.9 | -5.2 | -1.5 | -2.7 | -1.4 | -9.3 | 0.8 | -2.7
CC1=NN(c2nc(-c3ccc(F)cc3)cs2)C(=O)C1 | 0.5 | -10.0 | 16.4 | 0.1 | -30.1 | 3.4 | -3.2 | 0.1 | 6.8
COc1ccccc1NC(=O)CSc1nncn1N | 1.4 | -0.6 | 9.2 | 0.6 | -16.4 | -3.5 | -16.9 | -0.2 | -2.1
CCOc1ccc(NC(=O)c2c(C)oc3nc(C)nc(N4CCOCC4)c23)cc1 | -0.6 | 2.0 | x | -0.4 | 3.4 | 2.9 | 6.9 | x | 5.6
COc1ccc(/C=C2\CCn3c2nc2ccccc2c3=O)cc1OC | 2.9 | 18.0 | -8.5 | -0.1 | 3.0 | 4.9 | 7.5 | -0.3 | -1.2
O=C(Nc1ccccc1)Oc1ccccc1N1CCOCC1 | 0.7 | -2.5 | -10.4 | 0.3 | 0.8 | -0.8 | 1.4 | 1.0 | 7.4
CCOc1ccc(C2C3=C(CCCC3=O)Nc3ccc4ncccc4c32)cc1 (stereo unspecified) | 2.0 | 11.8 | 25.7 | 0.1 | -12.6 | 0.1 | -11.4 | 7.4 | 5.0
N#C/C(=C(/O)c1ccc([N+](=O)[O-])s1)c1nc2ccccc2[nH]1 | 28.8 | 7.3 | 20.0 | 4.0 | -5.0 | -2.7 | -7.7 | 10.4 | -5.4
CC(C)(C)C(=O)c1no[n+]([O-])c1/C(=N/O)C(C)(C)C | 10.6 | x | x | 5.8 | -27.1 | -3.6 | -10.1 | x | -0.1
Further structures follow:
SMILES | D1 ag | D2 potentiator | D2 antag | TRHR agonist | RXFP1 antagonist | D1 potentiator | D1 antagonist | D2 agonist | TRHR enhancer
CCC(C)NS(=O)(=O)c1ccc(S(=O)(=O)Nc2cc3c(cc2C(C)=O)OCO3)cc1 (stereo unspecified) | 3.7 | 1.3 | 5.0 | 0.2 | -7.9 | -5.4 | -15.8 | 3.8 | 8.2
COc1ncnc(OC)c1NC(=O)c1ccc(F)cc1 | 2.5 | -1.2 | -1.6 | -1.4 | 10.0 | -2.2 | -6.6 | -0.9 | 8.4
CCCCCCc1c(C)c2ccc(OCC(=O)N[C@@H](Cc3ccccc3)C(=O)O)cc2oc1=O | 5.1 | -3.4 | 3.8 | 0.6 | x | -2.8 | 3.3 | 0.3 | -2.5
NC(=O)NCc1ccc(Cl)cc1 | 1.8 | -3.7 | -7.1 | 1.0 | 3.2 | -2.0 | -3.4 | 0.5 | -0.6
CCOCCCNC(=O)C(NC(=O)C1CCC(=O)N1)c1ccc(C)cc1 (stereo unspecified) | 0.4 | -3.2 | -0.5 | 0.4 | 5.8 | -3.9 | -12.3 | 0.2 | 18.5
Cc1cc(C(=O)OCC(=O)c2cccc([N+](=O)[O-])c2)c2cccc(C)c2n1 | 0.0 | 12.1 | 22.6 | -2.2 | -4.5 | -2.0 | 17.5 | -0.4 | 13.5
O=C(NC(Nc1nc2ccc([N+](=O)[O-])cc2s1)(C(F)(F)F)C(F)(F)F)c1ccccc1Cl | 24.7 | -18.2 | 20.4 | 7.7 | -24.6 | -2.1 | -36.0* | 14.8 | -4.8
CCc1ncc(CN2CCCCC2C(=O)Nc2ccc(Oc3ccccc3)nc2)cn1 (stereo unspecified) | -0.3 | 3.8 | -3.7 | -0.4 | 4.0 | 1.1 | -5.5 | -1.7 | 0.7
COc1ccc(CCNC(=O)Cn2c(=O)n(Cc3ccco3)c(=O)c3ccc(Cl)cc32)cc1OC | 1.7 | -2.6 | -31.9 | -0.2 | -0.5 | 8.3 | -12.9 | 0.8 | -20.7
CC1CCN(CCCn2c(=S)[nH]c3ccccc3c2=O)CC1 | 0.3 | -17.8 | 21.5 | 0.7 | u | -13.2 | -20.2 | -0.3 | 5.6
Cn1nc(C(=O)N2CCN(c3ccc(F)cc3)CC2)c2c1-c1ccccc1S(=O)(=O)C2 | 0.4 | 0.9 | -4.6 | -0.9 | 0.7 | -4.6 | -22.5 | 0.2 | -5.1
OC(COCC(F)(F)C(F)(F)C(F)(F)C(F)F)Cn1c2ccccc2c2ccccc21 (stereo unspecified) | 9.6 | x | x | 1.1 | -38.5 | -4.8 | -10.2 | x | 14.4
O=C(NCCc1cccnc1)c1cc(COc2ccc(F)cc2F)on1 | 2.1 | -5.5 | 1.5 | -2.1 | 10.0 | 0.7 | -11.5 | -0.6 | 7.3
CCOc1ccc(N(CC)S(=O)(=O)N2CCCC(C(=O)Nc3cc(Cl)ccc3OC)C2)cc1 (stereo unspecified) | 4.3 | -0.4 | x | 0.7 | -16.2 | -3.6 | -4.7 | 0.5 | -4.2
N#CC(C#N)=C1NC2(CCCCC2)Cc2ccccc21 | -0.2 | -6.9 | -4.1 | -0.3 | -9.3 | 4.1 | 3.3 | -1.1 | -2.8
COc1ccc(S(=O)(=O)N2CCC(C(=O)N3CCc4ccccc4C3)CC2)cc1C | 1.5 | -12.0 | -4.1 | -0.7 | -3.1 | -7.5 | 3.2 | 0.2 | 3.5
CCOc1ccc(CCNC(=O)c2cccc(NC3=NC4CS(=O)(=O)CC4S3)c2)cc1OCC (stereo unspecified) | -0.3 | 2.5 | 18.4 | 0.3 | 4.9 | 2.6 | -10.6 | -0.8 | 0.1
C=CCn1c(SCC(=O)Nc2ccc3c(c2)OCCO3)nnc1-c1ccccn1 | 1.0 | -13.2 | 9.4 | -2.1 | -0.8 | -3.0 | -2.3 | -0.2 | -1.3
O=C1c2ccccc2C(=O)N1CC1c2ccccc2CCN1C(=O)N1CCOCC1 (stereo unspecified) | 0.2 | 14.4 | 3.4 | 0.3 | 0.6 | -4.8 | -5.3 | 1.1 | 2.0

Given with values under each structure: entries from further up.
Order of results – D1 ag | D2 potentiator | D2 antag | TRHR agonist | RXFP1 antagonist | D1 potentiator | D1 antagonist | D2 agonist | TRHR enhancer
O=C(NC(Nc1nc2ccc([N+](=O)[O-])cc2s1)(C(F)(F)F)C(F)(F)F)c1ccccc1Cl
    24.7 | -18.2 | 20.4 | 7.7 | -24.6 | -2.1 | -36.0* | 14.8 | -4.8
CCc1ncc(CN2CCCCC2C(=O)Nc2ccc(Oc3ccccc3)nc2)cn1 (stereo unspecified)
    -0.3 | 3.8 | -3.7 | -0.4 | 4.0 | 1.1 | -5.5 | -1.7 | 0.7

Shown as a hit in D1 antagonist, among the entries above:
SMILES,D1 ag,D2 potentiator,D2 antag,TRHR agonist,RXFP1 antagonist,D1 potentiator,D1 antagonist,TRHR enhancer
Cc1nc2ccccc2cc1OCc1ccccc1,16.8,-14.8,-20.5,1.2,-1.8,-6.7,-59.0*,1.2
O=C(NC(Nc1nc2ccc([N+](=O)[O-])cc2s1)(C(F)(F)F)C(F)(F)F)c1ccccc1Cl,24.7,-18.2,20.4,7.7,-24.6,-2.1,-36.0*,-4.8
